Tat transport – E. coli Tat export inhibitors, primary screen, MC4100, TorA-mCherry reporter, fluorescence, single point. inhibition, % at 10 µM. 340,000 compounds, 0.036% hits. AID 488895, 2010;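 active = mean replicate inhibition at least 50% and at least half of replicates individually reaching 50%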;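 also: exported cargo escapes ClpAP degradation while cytoplasmic cargo is degraded and loses fluorescence; 0% = median of neutral control wells and 100% = median of NaSCN control wells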
PfHsp90 yeast 2 – growth inhibition of PfHsp90-expressing yeast, primary screen, antimalarial PfHsp90 inhibitor project, S. cerevisiae, BacTiter-Glo luminescence, single point, set 2 | inhibition, % at 9.4 µM | BacTiter-Glo ATP, 48 h; yeast lacking PDR1 and PDR3 efflux regulators | AID 504621, 2011 | 310,000 compounds, 0.32% hits;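 active = every replicate shows inhibition above about 80%, whatever the replicate mean, limit read from the data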;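 also: 0% = DMSO neutral controls and 100% = 20 µM radicicol positive controls; yeast relying on Plasmodium falciparum Hsp90 in place of its own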
phage Ecoli inh – growth loss of phage-infected E. coli, primary screen, RecBCD inhibitor project, absorbance, with phage, HTS; 360,000 compounds, 0.26% hits; AID 651602, 2012; inhibition, % at 11.9 µM; in the data active = inhibition above about 11%
Ecoli viability – E. coli V3065 growth inhibition, primary screen, counter-screen for AddAB inhibitor project, absorbance, OD600; AID 449728, 2010; inhibition, % at 11.9 µM; 330,000 compounds, 0.27% hits; 18 h;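 active = inhibition above the campaign's mean inhibition across all tested compounds plus 3 SD, cut at about 9.9% in these data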;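 also: uninfected addAB+ strain grown without phage in ampicillin broth; 0% = DMSO wells and 100% = ciprofloxacin 0.95 µg/ml wells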
OPRM1-OPRD1 inv – inverse agonists of MOR-DOR heterodimerization, primary screen, cell-based, luminescence; cell-based MOR-DOR heterodimer luminescence, inverse agonism; inhibition, % at 9.3 µM; 340,000 compounds, 0.21% hits; Mu-type opioid receptor (Homo sapiens) + Delta-type opioid receptor (Homo sapiens), …; in the data active = inhibition above about 22%, passing the limit was not always enough;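 also: 0% = cells with DMSO and 100% = wells without cells with DMSO; values of inactives mirror those of a sister screen read the other way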
DSG3 Ab inh – inhibitors of pemphigus antibody binding to DSG3, primary screen, biochemical, bead-based, flow cytometry, scFv-GFP. DSG3-coupled beads, scFv-anti-DSG3-GFP binding; active compounds read low. binding (percent of control), % at 10 µM. 310,000 compounds, 0.48% hits. AID 588358, 2011;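 active = binding more than 3 SD below its plate's average and above zero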;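 also: hits lower antibody fragment binding to DSG3; some compounds called inactive have numbers as strong as hits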
Target sequence (P32926 whole entry, looked up, the tested form may be a part): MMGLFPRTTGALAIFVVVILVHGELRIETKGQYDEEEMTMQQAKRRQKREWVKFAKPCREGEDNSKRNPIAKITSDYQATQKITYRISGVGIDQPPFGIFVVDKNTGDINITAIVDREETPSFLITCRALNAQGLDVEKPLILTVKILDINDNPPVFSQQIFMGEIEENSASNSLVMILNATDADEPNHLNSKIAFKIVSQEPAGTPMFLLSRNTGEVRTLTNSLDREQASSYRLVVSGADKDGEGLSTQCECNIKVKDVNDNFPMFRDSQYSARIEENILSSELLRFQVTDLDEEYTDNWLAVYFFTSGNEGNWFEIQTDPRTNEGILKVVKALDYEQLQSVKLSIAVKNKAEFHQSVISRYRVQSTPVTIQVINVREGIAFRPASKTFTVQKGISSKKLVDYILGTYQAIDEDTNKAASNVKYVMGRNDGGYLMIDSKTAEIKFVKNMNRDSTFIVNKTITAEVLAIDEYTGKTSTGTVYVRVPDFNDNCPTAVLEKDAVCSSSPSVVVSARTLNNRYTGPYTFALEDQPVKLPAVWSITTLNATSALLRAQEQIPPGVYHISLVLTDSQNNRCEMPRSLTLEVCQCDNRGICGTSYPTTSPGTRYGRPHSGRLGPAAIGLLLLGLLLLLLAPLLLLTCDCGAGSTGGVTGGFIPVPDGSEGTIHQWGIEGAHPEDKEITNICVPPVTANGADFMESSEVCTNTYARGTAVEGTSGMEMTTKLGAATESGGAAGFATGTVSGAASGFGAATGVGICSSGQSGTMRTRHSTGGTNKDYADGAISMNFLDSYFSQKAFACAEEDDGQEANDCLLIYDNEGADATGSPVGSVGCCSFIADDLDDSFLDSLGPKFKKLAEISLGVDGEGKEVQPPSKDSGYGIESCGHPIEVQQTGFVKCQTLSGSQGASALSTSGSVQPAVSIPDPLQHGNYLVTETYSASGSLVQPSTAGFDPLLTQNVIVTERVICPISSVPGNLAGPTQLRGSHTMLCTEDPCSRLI
MOR-DOR ag – agonists of OPRM1-OPRD1 heterodimerization, primary screen, cell-based, luminescence | Mu-type opioid receptor (Homo sapiens) + Delta-type opioid receptor (Homo sapiens), … | cells | activation, % at 9.3 µM | 340,000 compounds, 0.3% hits | AID 504326, 2011; in the data active = activation above about 18%;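 also: 0% = vehicle-treated cells and 100% = reference agonist; values of inactives mirror those of a sister screen read the other way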
PKA-R1A act – activators of PKA-R1A holoenzyme, primary screen, biochemical, fluorescence polarization, Cy5-IP20, bovine R1A, mouse PKAc; cAMP-dependent protein kinase type I-alpha regulatory subunit (Bos taurus) + …; PKA-R1A dissociation; scaled: DMSO 0%, 113 µM cGMP 100%; 340,000 compounds, 0.083% hits; activation, % at 11.4 µM;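 active = percent activation above the mean of all tested compounds plus 3 SD, cut at about 19% in these data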;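 also: higher means more PKAc released from R1A so a rise in polarization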
AddAB inh – growth inhibition of E. coli expressing H. pylori AddAB, primary screen, AddAB inhibitor project, absorbance; inhibition, % at 11.9 µM; 330,000 compounds, 0.29% hits; AID 435030, 2010; in the data active = inhibition above about 12%;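 also: 0% = vehicle wells of infected cells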
Arrestin-AP2 inh – inhibitors of beta-arrestin/AP2 binding, primary screen, biochemical, GPCR trafficking, flow cytometry; beta-arrestin 1 C-terminal peptide binding to AP2 beta2-adaptin appendage (human); FITC-arrestin peptide / GST-AP2 beads; AP2 beta2 appendage carries R879A mutation; inhibition, % at 10 µM; 340,000 compounds, 0.31% hits;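 active = inhibition above a set limit, near 3 SD of compounds lacking own fluorescence, cut at about 54% in these data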;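 also: plate controls were DMSO wells for no effect and 5 µM unlabelled arrestin peptide for full effect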
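System: GST-AP2 R879A bound to glutathione beads, E. coli-expressed. Also added: 50 nM FITC-arrestin peptide. Schedule: compound with beads 12 min RT, then probe 1 h RT. Signal: bead flow cytometry, FITC channel. Read-out basis: percent response.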
Mot1-301 SUMO – yeast Mot1-301 growth rescue at high temperature, primary screen, SUMOylation pathway inhibitor project, S. cerevisiae, ATP luminescence, 38.5C; S. cerevisiae Mot1-301 growth rescue; percent above DMSO median, 100 means doubled; growth rescue, % at 18.8 µM; 320,000 compounds, 1% hits;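 active = every valid replicate shows activation above 250% relative to neutral control wells; inactive = the rest, any valid replicate at or below 250%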;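 also: OY570 slx delta 5 strain wells were the positive control but not used for scaling; some compounds called inactive have numbers as strong as hits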
Active calls of the source: *; · = no result given.

SMILES	Tat transport	PfHsp90 yeast 2	phage Ecoli inh	Ecoli viability	OPRM1-OPRD1 inv	DSG3 Ab inh	MOR-DOR ag	PKA-R1A act	AddAB inh	Arrestin-AP2 inh	Mot1-301 SUMO
COc1ccc(S(=O)(=O)NCc2ccncc2)cc1NC(=O)c1ccccc1F	6	·	5.8	0.9	15	103	-3.8	-2	2.4	-6	-1
CCOc1cc(/C=N/NC(=O)CSc2nnc(C)s2)ccc1OCc1ccccc1Cl	-2	-20	3.1	-1.9	-19	89	2.9	-2	1.3	-6	13
Cc1cccc(-n2ncc3c(N4CCCc5ccccc54)ncnc32)c1	6	·	1.0	1.5	-9	97	1.5	-1	3.8	-3	-8
COC(=O)c1ccccc1NC(=O)CSc1nnc(CNS(=O)(=O)c2ccc(C)cc2)n1C	-1	-5	2.6	·	17	95	-3.7	-9	·	-5	·
COc1ccc(Cc2nnc(NC(=O)Cc3cccs3)s2)cc1OC	1	-10	-0.9	-2.6	10	·	-1.7	-2	-0.7	2	467
CCN(CC)c1ccc(C=Nc2cccnc2Cl)c(O)c1	-8	18	1.0	-0.1	7	102	-1.4	-7	-1.9	-7	1
O=C(NC1CCCCC1)c1ccc(-c2cccc([N+](=O)[O-])c2)o1	-1	-8	2.0	-0.5	-56	112	14	-7	-1.1	4	-16
CCSc1nnc(NC(=O)c2ccccc2C)s1	3	23	2.9	0.3	8	95	-1.5	13	-1.4	6	-22
CCN(Cc1nc2ccccc2c(=O)[nH]1)C(=O)c1cccc(S(=O)(=O)N2CCc3ccccc32)c1	1	8	1.5	-0.9	3	113	-0.7	-6	0.6	21	-6
CCCCOc1ccc(/C=C/C(=O)Nc2ccc(C(N)=O)cc2)cc1	-13	-6	1.0	0.3	-14	96	2.8	-1	2.4	12	-7
Cc1nn(CC(=O)N2CCN(S(=O)(=O)c3ccccc3)CC2)c(C)c1[N+](=O)[O-]	-1	-6	0.1	1.2	15	103	-3.9	0	2.7	20	-1
O=C(O)c1ccccc1C(=O)c1ccc(Oc2ccccc2)cc1	-4	6	3.6	-1.8	13	96	-2.2	-3	-1.0	18	1
COC(=O)c1ccc(S(=O)(=O)NC(C)(C)C)n1C	3	10	0.9	0.0	-3	112	0.5	-5	1.8	1	13
COC(=O)C1=C(C)N(CC(C)C)C(=O)/C1=C\c1cccs1	2	-13	2.2	1.2	18	101	-3.2	8	0.6	4	2
CCCC(=O)Nc1ccc(NC(=O)c2cccc(OC)c2)cn1	14	17	5.2	0.1	13	116	-2.6	-5	1.5	5	-9
c1ccc(C(c2ccccc2)N2CCN(c3ccc4ccccc4n3)CC2)cc1	-1	·	2.9	-0.8	8	101	-1.6	-9	1.4	11	14
COc1ccc(NC(=O)c2sc3nc(C)cc(C)c3c2N)c(OC)c1	·	·	2.3	0.2	·	103	·	·	0.1	-10	3
CC(=O)Nc1nc(C2COc3ccccc3O2)cs1 (stereo not drawn)	-3	-7	1.2	0.9	6	100	-1.0	-6	1.3	3	-5
COc1cc(C(=O)OCC(=O)N2CCCCCC2)c([N+](=O)[O-])cc1OC	-2	-29	2.9	0.1	8	103	-2.1	-4	-2.9	-3	7
CCNC(=S)NNC(=O)CCc1nc2cc(Cl)ccc2n(Cc2ccccc2)c1=O	0	3	1.1	-0.8	13	·	-2.0	-4	2.1	19	-16
CCC(C)(C)n1nnnc1C(c1ccc2ncccc2c1)N1CCN(c2ccc(O)cc2)CC1 (stereo not drawn)	-3	2	-0.3	-0.2	5	98	-1.0	-12	-0.8	-5	-8
Cc1ccc(Cn2c(NS(=O)(=O)c3ccccc3)nc3ccccc32)cc1	-6	-17	1.2	0.1	7	99	-1.4	3	-0.2	34	-9
Cc1nonc1C(=O)N/N=C/c1ccc(O)c(O)c1	-6	20	-0.8	-3.3	12	111	-2.2	-5	-2.7	4	-15
N#Cc1ncc(-c2ccc3c(c2)OCCOCCOCCOCCO3)nc1C#N	-21	-5	0.5	-0.4	14	122	-2.5	-16	2.2	11	-13
S=c1[nH]cc(-c2ccccc2)n1-c1ccccc1Cl	-7	5	1.7	-0.4	16	107	-3.0	7	4.8	-16	-8
SMILES	Tat transport	PfHsp90 yeast 2	phage Ecoli inh	Ecoli viability	OPRM1-OPRD1 inv	DSG3 Ab inh	MOR-DOR ag	PKA-R1A act	AddAB inh	Arrestin-AP2 inh	Mot1-301 SUMO
O=C(CSc1nnc(CNC(=O)c2ccccc2)o1)Nc1ccc2c(c1)OCCO2	-4	3	-0.7	-0.2	-4	108	1.1	6	-0.2	-6	50
Oc1c(C(c2ccccc2Cl)N2CCCC2)ccc2cccnc12 (stereo not drawn)	10	119*	16*	24*	6	105	-1.2	-2	25*	-5	-3
CCC(Sc1nc2ccccc2c(=O)[nH]1)C(=O)O (stereo not drawn)	0	·	4.3	-0.2	9	94	-1.7	0	1.2	6	-17
COc1cc(NC(=O)CCC(=O)Nc2ccc3nc(N4CCOCC4)cc(C)c3c2)cc(OC)c1OC	-11	-3	2.9	-1.1	4	109	-0.7	7	0.0	9	297
Cc1nc2ccccc2nc1CSc1nncs1	12	-20	0.3	-0.8	9	103	-1.6	-11	0.8	-12	-1
COc1ccc(OC)c(C2CC(c3ccccc3)=NN2C(=S)Nc2ccccc2)c1 (stereo not drawn)	1	0	1.6	0.2	22	99	-4.5	-4	1.8	-9	4
CC(=O)Oc1ccc(-c2csc(Nc3ccc(S(N)(=O)=O)cc3)n2)cc1	2	31	2.1	-1.5	-2	98	0.3	-3	5.1	4	4
O=C(Cc1c(F)cccc1Cl)NCCc1c[nH]c2ccccc12	6	-22	0.5	-0.7	-7	·	0.9	-13	2.4	7	147
O=c1[nH]cnc2c1sc(=S)n2-c1ccccc1	-11	·	1.0	-1.1	16	97	-3.4	-6	0.7	2	-21
COc1ccc(N2CCN(C(=O)C3CCN(C(=O)c4ccc([N+](=O)[O-])cc4)CC3)CC2)cc1	4	10	1.6	0.9	6	103	-1.1	9	3.7	-1	9
Cc1cccc(NC(=O)CSCc2cc(=O)n3ccsc3n2)c1C	-7	-2	·	0.9	6	·	-1.1	6	0.8	9	-13
O=C(CN1CCCC1)Nc1ccc(NC(=O)Nc2ccccc2)cc1	8	-3	1.9	2.2	-1	109	0.1	2	2.0	2	·
O=C(CSc1ncn[nH]1)N1CCN(c2nnc(-c3ccccc3)c3ccccc23)CC1	-4	·	2.0	-1.6	10	·	-2.0	4	2.5	1	5
COc1ccc(C2C(C(=O)OCC(=O)Nc3ccc(C)cc3)CCC(=O)N2c2ccc(OC)cc2)cc1 (stereo not drawn)	1	-18	0.1	-2.0	12	101	-3.0	-5	2.5	-7	3
O=C(COc1ccc(Cl)cc1)N1CCN(S(=O)(=O)c2ccc(Cl)cc2)CC1	26	·	2.7	-0.3	-7	66*	1.4	-9	0.3	7	0
Cc1ccc(CN(c2ccc(C(=O)NCC3CCCO3)cc2)S(C)(=O)=O)cc1 (stereo not drawn)	-1	19	2.9	1.7	13	98	-2.4	1	0.2	13	-17
CSc1ccccc1NC(=O)Nc1cccc(F)c1	3	17	5.5	1.3	6	106	-1.4	-9	2.9	4	2
CC(=O)c1cccc(NC(=O)CN(C)S(=O)(=O)c2ccc3c(c2)CC(C)N3C(C)=O)c1 (stereo not drawn)	3	25	2.5	-0.2	17	·	-3.2	8	2.9	-13	4
CCC1Nc2ncnc(N3CCCCC3)c2N(Cc2ccccc2)C1=O (stereo not drawn)	-10	-3	2.2	-1.0	12	100	-2.7	0	2.5	-9	8
COC(=O)c1ccc(NC(=O)CCN2CCOCC2)cc1	2	41	-1.6	-2.3	-6	95	1.3	-15	1.7	37	46
COc1ccccc1-c1nc(SCC(=O)N2CCOCC2)n[nH]1	2	13	1.7	-0.2	-6	98	0.8	-9	-0.2	-3	15
Cc1ccc(C)c2[nH]c(=O)c(CN(CCN3CCOCC3)Cc3nnnn3CC3CCCO3)cc12 (stereo not drawn)	-4	28	-0.1	0.4	12	98	-2.1	-2	0.2	-1	192
CC(C)CN1CCC(=O)N(CCO)CC1	-1	7	3.6	2.4	18	104	-3.3	-2	3.2	2	139
CCOc1ccc(N(CC(=O)NC2CC3CCC2C3)S(=O)(=O)c2ccccc2)cc1 (stereo not drawn)	-4	9	0.7	-3.2	17	104	-3.1	9	5.1	-6	-10
O=c1oc2ccccc2c(Nc2ccccc2O)c1[N+](=O)[O-]	-3	-7	4.5	1.9	16	111	-3.2	7	0.5	8	8
SMILES	Tat transport	PfHsp90 yeast 2	phage Ecoli inh	Ecoli viability	OPRM1-OPRD1 inv	DSG3 Ab inh	MOR-DOR ag	PKA-R1A act	AddAB inh	Arrestin-AP2 inh	Mot1-301 SUMO
Cc1cccc(OCC(O)Cn2ccnc2C)c1 (stereo not drawn)	-2	-2	0.4	0.1	5	115	-1.0	2	-0.1	18	66
FC(F)Sc1ccc(-n2cc(-c3ccccc3)[n+]3c2CCC3)cc1	-5	-27	4.7	-0.3	6	96	-1.0	3	0.9	-2	-4
COc1ccc(-n2nc(C(=O)NCC(=O)N3CCN(c4ccccc4)CC3)c3ccccc3c2=O)c(OC)c1	2	-9	1.1	-0.8	-15	124	1.8	0	5.0	-11	-18
Cc1cc(NC(=O)c2ccc(Cl)cc2Cl)n(CCC#N)n1	-11	0	3.8	5.6	3	109	-0.6	11	0.2	14	6
O=C(c1cccc(NS(=O)(=O)c2ccc(F)c(F)c2)c1)N1CCN(Cc2ccccc2)CC1	-19	-7	2.5	-1.9	-58	101	10	-8	4.0	-16	-8
CCNC(=S)NNC(=O)Cn1c(=O)c2c(ncn2CCOC)n(Cc2ccccc2)c1=O	-9	-4	-1.2	-0.8	-2	94	0.2	-7	3.1	-10	15
CC(C)CCOP(=O)(c1ccc(N(C)C)cc1)C(O)c1ccc(Cl)cc1Cl (stereo not drawn)	17	-44	-0.8	-0.5	-22	95	4.3	-5	-1.1	-3	241
CCn1c(N)[n+](CC(=O)Nc2ccc(SC(F)F)cc2)c2ccccc21	-3	-20	6.0	3.0	·	93	·	-9	5.2	2	-5
Cn1cnnc1SCC(=O)Nc1ncc(C(F)(F)F)cc1Cl	-3	-1	3.8	-0.7	-3	105	0.6	-4	1.5	34	-10
